CRFR2-BP ag – agonists of CRF-BP/CRF-R2 complex, primary screen, cell-based, HEK293, calcium dye fluorescence, uHTS | CRF-binding protein / CRF receptor 2 complex (human) | calcium dye fluorescence (FLIPR); percent of saturating CRF peptide response | activation, % at 13.2 µM | 0.46% of 350,000 active;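 active = activation of at least 50%, plus an integration ratio under a set limit after plate pattern correction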;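 note: plate controls were neutral control wells without compound for no effect and CRF at EC100 for full effect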
IDE cell inh – human IDE inhibitors in live cells, primary screen, fluorescence polarization, HEK cells, FAbetaB substrate; FAbetaB cleavage; inhibition, % at 5.59 µM; 0.41% of 320,000 active; AID 434962, 2010;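 active = percent inhibition above the average of all tested compounds plus 3 SD, set per screening campaign, cut at about 16% in these data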;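 note: IDE supplied by intact live HEK cells; FP after avidin binding of uncleaved biotin substrate so inhibition keeps polarization high; 0% = DMSO wells and 100% = 60 µM reference IDE inhibitor Ii1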
Target sequence (P14735 whole entry, looked up): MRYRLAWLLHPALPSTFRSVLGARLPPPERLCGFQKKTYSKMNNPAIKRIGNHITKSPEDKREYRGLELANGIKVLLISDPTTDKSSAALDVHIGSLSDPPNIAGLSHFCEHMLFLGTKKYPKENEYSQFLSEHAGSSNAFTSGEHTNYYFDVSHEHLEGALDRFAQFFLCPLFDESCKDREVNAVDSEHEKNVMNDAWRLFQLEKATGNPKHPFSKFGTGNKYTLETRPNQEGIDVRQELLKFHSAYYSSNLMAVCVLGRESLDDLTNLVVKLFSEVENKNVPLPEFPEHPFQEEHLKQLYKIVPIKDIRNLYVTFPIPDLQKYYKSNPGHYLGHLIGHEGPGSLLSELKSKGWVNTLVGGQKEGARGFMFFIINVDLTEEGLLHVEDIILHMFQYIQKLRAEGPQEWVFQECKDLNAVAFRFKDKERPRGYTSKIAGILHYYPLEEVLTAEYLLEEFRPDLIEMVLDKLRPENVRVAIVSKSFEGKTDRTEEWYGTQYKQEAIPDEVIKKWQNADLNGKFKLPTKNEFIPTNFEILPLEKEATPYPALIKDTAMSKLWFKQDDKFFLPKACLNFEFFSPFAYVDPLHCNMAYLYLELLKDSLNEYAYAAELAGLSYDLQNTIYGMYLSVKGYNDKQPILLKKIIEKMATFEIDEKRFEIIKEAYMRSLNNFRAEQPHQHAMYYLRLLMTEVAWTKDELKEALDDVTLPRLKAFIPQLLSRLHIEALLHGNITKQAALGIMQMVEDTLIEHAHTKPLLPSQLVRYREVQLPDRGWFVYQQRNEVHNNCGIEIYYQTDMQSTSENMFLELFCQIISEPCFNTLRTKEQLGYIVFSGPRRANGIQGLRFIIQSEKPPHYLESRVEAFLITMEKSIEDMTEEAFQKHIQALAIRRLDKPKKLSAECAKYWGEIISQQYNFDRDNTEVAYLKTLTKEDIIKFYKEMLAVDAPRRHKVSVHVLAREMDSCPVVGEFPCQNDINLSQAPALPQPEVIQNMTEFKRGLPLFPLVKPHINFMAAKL
CRFBP-R2 block – antagonists of CRF-BP/CRF-R2 complex, primary screen, cell-based, HEK293, calcium dye fluorescence, uHTS | CRF-induced calcium fluorescence | inhibition, % at 11.8 µM | 0.59% of 350,000 active;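 active = inhibition of the ligand-induced calcium signal above about 50% at the single tested concentration, limit read from the data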
M5 antag – human M5 muscarinic receptor antagonists, primary screen, CHO cells, Fluo-8 calcium fluorescence; Muscarinic acetylcholine receptor M5 (Homo sapiens), P08912; AID 624040, 2012; 0.59% of 360,000 active; CHO-hM5 cells, ACh EC80; inhibition, % at 3 µM;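 active = inhibition above a per-plate cutoff, the mean of that plate's test compounds plus 3 SD, cut at about 27% in these data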;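 note: 0% = acetylcholine EC80 with DMSO and 100% = DMSO without agonist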
M5 ag – human M5 muscarinic receptor agonists, primary screen, CHO-K1 cells, Fluo-8 calcium fluorescence; CHO-K1 hM5 cells; 0% DMSO wells, 100% maximal acetylcholine response; 0.19% of 360,000 active; Muscarinic acetylcholine receptor M5 (Homo sapiens), P08912; AID 624037, 2012; activation, % at 3 µM;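 active = activation above the run's mean over test compounds plus 3 SD, cut at about 23% in these data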;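 note: signal is peak over basal fluorescence ratio across the kinetic read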
CHRM4 agonist – human M4 muscarinic receptor agonists, primary screen, CHO-K1 cells, Fluo-8 calcium fluorescence; 0.14% of 360,000 active; AID 624127, 2012; activation, % at 3 µM; Muscarinic acetylcholine receptor M4 (Homo sapiens), P08173; CHO-K1 hM4/Gqi5; vehicle 0%, full acetylcholine response 100%;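 active = activation above the run mean over all test wells plus 3 SD, cut at about 32% in these data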;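 note: peak over basal fluorescence ratio per well then scaled between controls; 0% = DMSO wells and 100% = acetylcholine at EC100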
CHRM4 PAM – human M4 muscarinic receptor positive allosteric modulators, primary screen, CHO-K1 cells, Fluo-8 calcium fluorescence | CHO-K1 hM4/Gqi5, ACh EC20; 0% = ACh EC20, 100% = maximal ACh | activation, % at 3 µM | 0.4% of 360,000 active;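 active = activation above its plate's cutoff, the mean activation of sample wells plus 3 SD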; note: some results filed as inactive read as strong as hits
CHRM4 antagonist – human M4 muscarinic receptor antagonists, primary screen, CHO cells, Fluo-8 calcium fluorescence. CHO-hM4 cells, ACh EC80. 0.73% of 360,000 active. AID 624125, 2012. Muscarinic acetylcholine receptor M4 (Homo sapiens), P08173. inhibition, % at 3 µM;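 active = inhibition above its plate's cutoff, the mean inhibition of sample wells plus 3 SD, cut at about 27% in these data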;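 note: 0% = acetylcholine EC80 with DMSO and 100% = DMSO without agonist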
CHRM5 PAM – human M5 muscarinic receptor positive allosteric modulators, primary screen, CHO-K1 cells, Fluo-8 calcium fluorescence | 0.3% of 360,000 active | CHO-K1 hM5, ACh EC20 PAM; 0% = ACh EC20, 100% = ACh EC100 | Muscarinic acetylcholine receptor M5 (Homo sapiens), P08912 | AID 624038, 2012 | activation, % at 3 µM;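 active = activation above the run cutoff, the mean activation of all test compounds plus 3 SD, cut at about 18% in these data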
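Assay system: CHO-K1 hM5 cells. Also added: acetylcholine at EC20 concentration, added after compound. Dosing: 3 µM, single dose. Times: compound preincubation 140 s before EC20 acetylcholine addition. Signal: Fluo-8 calcium fluorescence. Measure: % activation relative to EC20 and EC100 ACh responses. Repeats: singlicate, one well per test compound.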
An asterisk follows results filed as active; x = no result given.

CRFR2-BP ag,IDE cell inh,CRFBP-R2 block,M5 antag,M5 ag,CHRM4 agonist,CHRM4 PAM,CHRM4 antagonist,CHRM5 PAM,smiles
0.3,4,-4,-10,-3,0,7,-6,2,O=C(/C=C/c1ccccc1)Nc1cccnc1Cl
-3.1,-10,-9,3,-3,0,8,-7,-1,Cc1cc(NCCN2CCOCC2)n2nc(C)c(-c3ccccc3)c2n1
-1.0,-4,4,-4,-1,0,4,-5,1,O=C(CN1C(=O)C2C3C=CC(C3)C2C1=O)Nc1nncs1 (configuration not stated)
-3.5,x,9,8,0,7,-10,-2,-10,CCOC(=O)Cn1c(-c2cccnc2)nc(-c2ccccc2)c1-c1ccccc1
1.6,-1,11,-15,3,2,13,-1,-4,O=C1CC(c2ccc3c(c2)OCO3)c2cc3c(cc2N1)OCCO3 (configuration not stated)
-1.7,2,16,-3,-1,0,2,5,-1,O=C(OCc1cc(=O)n2c(n1)sc1ccccc12)c1ccc2c(=O)n3c(nc2c1)CCC3
1.1,4,10,0,-2,1,2,4,-5,O=C(COC(=O)Cc1ccccc1F)Nc1ccc(SC(F)F)cc1
3.3,1,-12,-4,-1,2,3,-12,-4,CCN1C(=O)[C@@H]2[C@@H](c3ccc(SC4CCCCC4)c(OC)c3)N3CCCC[C@@]3(C(=O)OC)[C@@H]2C1=O
0.1,8,23,-4,1,9,-12,-3,-6,O=C(CCOc1ccccc1)Nc1cccc(S(=O)(=O)Nc2ccccc2Cl)c1
-2.2,2,21,8,-2,2,-7,-18,16,COc1ccccc1NC(=O)CN(c1ccccc1)S(=O)(=O)c1ccccc1
-2.8,1,-13,-2,-9,1,17,-10,0,CC1Cc2ccccc2N1C(=O)/C=C/c1cccc(F)c1 (configuration not stated)
-0.4,8,-8,-2,-12,0,-14,-6,0,CN1C[C@@H]2C(c3ccc(C(F)(F)F)cc3)C3(c4cccnc4)CC2(C3)[C@H]1c1ccccc1 (some centres not stated)
-0.7,-5,4,-3,-10,1,1,8,10,O=C(NNc1c(Cl)cccc1Cl)c1c(F)cccc1Cl
0.2,2,-11,14,-6,2,-12,-8,-2,CC1Cc2ccccc2N1S(=O)(=O)c1cccc(C(=O)NCCCn2ccnc2)c1 (configuration not stated)
0.3,x,2,-8,1,1,2,3,7,C[C@@H]1CN([C@@H](C)CO)S(=O)(=O)c2ccc(Br)cc2O[C@@H]1CN(C)S(=O)(=O)c1cn(C)cn1
-5.0,-4,11,-1,-1,-2,17,-3,7,C/C(=N\N(c1ccccc1)c1ccccc1)c1ccco1
0.4,-5,1,4,-7,1,-1,-7,1,CN1CCN(c2nc3c(c(=O)[nH]c(=O)n3C)n2CCCSc2nnnn2-c2ccccc2)CC1
-10,-6,7,0,-3,5,2,3,-2,COc1ccc(/C=N/NC(=O)c2nn(C)cc2Br)cc1CSCc1ccco1
x,x,x,-12,0,0,4,-14,1,CC(=O)Nc1cc(-c2cccc(F)c2)cn2c(-c3ccc(F)c(Cl)c3)cnc12
0.0,-3,-4,-7,-1,0,10,-5,4,Cc1ccc(-n2c3c(cc(C(=O)NCc4ccco4)c2=O)C(=O)CCC3)cc1
-0.9,11,7,0,0,0,-2,14,2,CN(C1CCCCC1)S(=O)(=O)c1ccc(-n2cnnn2)cc1
-1.7,-4,8,1,6,8,-2,0,-2,C[C@H](O)[C@@H](C(=O)N1CCN(C(=O)OC(C)(C)C)CC1)n1cc(CCCCNC(=O)OC(C)(C)C)nn1
3.3,5,-20,-3,0,1,5,-22,2,Nc1cc(N)cc(C(=O)Nc2ccc3c(c2)C(=O)NC3=O)c1
-2.2,1,-9,2,5,2,6,8,-5,COc1cccc(C(=O)c2cc3ccc(O)cc3oc2=O)c1
1.9,5,-14,-14,-1,3,5,-3,6,CCN(CC(=O)Nc1ccc(NC(C)=O)cc1)C(=O)C1COc2ccccc2O1 (configuration not stated)
-0.7,-1,-2,6,-4,2,8,-3,6,CCOC(=S)SCC(=O)Nc1nccs1
-1.2,5,11,3,0,6,-6,8,-4,Cc1cccc(Cn2c(SCC(=O)Nc3ccccc3)nc3c2c(=O)[nH]c(=O)n3C)c1
3.0,1,3,-12,5,1,9,-3,19*,COc1cccc(NC(=O)Cn2c(CCC(=O)O)ccc2-c2cccs2)c1
1.8,3,-60,6,7,5,-2,-17,-5,CN1CC(=O)N2[C@H](c3ccc4c(c3)OCO4)c3[nH]c4ccccc4c3C[C@@H]2C1=O
0.4,1,6,-2,0,-1,-3,11,-2,CCCCN1C(=O)C(O)=C(C(C)=O)C1c1ccccc1 (configuration not stated)
0.5,-2,-34,6,0,1,2,3,1,Cc1nc(NC(=O)/C=C/c2ccc(Cl)cc2Cl)sc1C(=O)N(C)C
-2.0,3,2,-3,1,2,9,3,4,Cc1ccccc1C(=O)Nc1ccc(O)c2c(=O)cc(-c3ccccc3Cl)oc12
0.2,-1,-5,6,-4,0,-2,0,-3,CCOc1ccc2ccccc2c1/C=N/NC(=O)c1ccncc1
-1.2,6,6,0,0,9,-6,-13,-7,O=C(CCNC(=O)c1ccccc1Cl)Nc1nc(-c2ccc3ccccc3c2)cs1
-0.7,-4,7,3,1,2,3,-7,1,CN(CC(=O)Nc1ccccc1C(F)(F)F)C(=O)C1CCN(S(=O)(=O)c2ccc3c(c2)OCCO3)CC1
2.1,-6,-5,-1,-4,-1,22,-3,8,S=C(Nc1ccccc1)c1ccccn1
0.7,2,76*,4,0,0,-3,-1,-6,S=C(Nc1ccc2c(c1)OCO2)Nc1ccccc1Cl
-2.0,-6,2,10,0,3,-6,4,3,Cc1ccc(C)c(N2C(=O)CC(Cc3ccc(Br)cc3)C2=O)c1 (configuration not stated)
0.6,-7,7,5,2,0,9,-3,1,CCCCn1c(N)c(N(CC(C)C)C(=O)C(C)SCc2nc3sc(C)c(C)c3c(=O)[nH]2)c(=O)[nH]c1=O (configuration not stated)
-0.5,4,1,-7,0,1,-3,10,4,CCN(CCS(=O)(=O)c1ccc(Cl)cc1)C(=O)Nc1ccccc1

The list goes on; it opens with the 3 that closed the last part.
CRFR2-BP ag,IDE cell inh,CRFBP-R2 block,M5 antag,M5 ag,CHRM4 agonist,CHRM4 PAM,CHRM4 antagonist,CHRM5 PAM,smiles
-2.0,-6,2,10,0,3,-6,4,3,Cc1ccc(C)c(N2C(=O)CC(Cc3ccc(Br)cc3)C2=O)c1 (configuration not stated)
0.6,-7,7,5,2,0,9,-3,1,CCCCn1c(N)c(N(CC(C)C)C(=O)C(C)SCc2nc3sc(C)c(C)c3c(=O)[nH]2)c(=O)[nH]c1=O (configuration not stated)
-0.5,4,1,-7,0,1,-3,10,4,CCN(CCS(=O)(=O)c1ccc(Cl)cc1)C(=O)Nc1ccccc1
0.6,x,1,2,-3,0,0,-1,3,COc1ccc2[nH]c(C(=O)O)c(NC(=O)c3cc(OC)c(OC)c(OC)c3)c2c1
x,x,x,4,-5,7,1,0,-8,CCCCNC(=O)C[C@@H]1C[C@@]2(C(=O)OCC)CCCC=C2N(CCC2=CCCCC2)C1=O
-1.9,-9,0,0,-2,2,7,2,7,Cc1cccc(CN2C[C@]34CC[C@@H](C[C@@H]3S2(=O)=O)O4)c1
-4.4,x,-9,-3,-6,1,1,-14,1,CCOCCCn1c(SCC(=O)Nc2ccc(NC(C)=O)cc2)nc2ccccc2c1=O
-0.2,11,-6,30*,3,14,-16,7,-18,Cc1ccc(NC(=O)CSc2ncnc3ccccc23)cc1S(=O)(=O)N1CCCCC1
-2.5,0,-6,3,-1,9,-3,-14,-6,CNc1c(NS(=O)(=O)c2ccc(OC)cc2)c(=O)oc2ccccc12
3.0,-3,-4,8,-2,1,6,-2,9,Cc1cccc2cc(CNCC3CCCO3)c(Cl)nc12 (configuration not stated)
0.5,3,0,-1,2,10,-7,-4,-5,CS(=O)(=O)N1CCN(c2ccccc2NC(=O)c2ccc3c(c2)OCCO3)CC1
-0.5,4,17,3,-4,1,15*,-15,0,CCn1c(SCC(=O)NNC(=O)c2ccc(C)cc2)nnc1C(C)C
-0.5,-1,3,-13,4,1,9,-7,16,COC(=O)C1C(=O)C2=C(CC1C)NC(C)=C(C(=O)OC1CCCC1)C2c1ccc(N(C)C)cc1 (configuration not stated)
0.2,-2,6,-6,2,1,0,-1,3,Cc1snnc1C(=O)NC(=S)Nc1ccccc1
2.3,2,-3,-7,-2,0,3,5,3,CCCC(=O)C1=C(O)C(C(=O)OC)C(C)(C)CC1=Nc1ccncc1 (configuration not stated)
1.2,-3,-9,3,-4,1,-2,0,-5,COC(=O)c1ccc(NC(=O)CSc2ccc(-c3ccccn3)nn2)cc1
1.1,3,0,-16,5,1,15,-9,17,O=C(NCCOc1ccccc1F)C1CC(=O)N(c2ccc3c(c2)OCCO3)C1 (configuration not stated)
-3.0,x,-14,4,-2,1,2,0,-1,C[C@H]1CN[C@H](CCO)/C1=C\c1ccccc1
0.4,2,5,-7,-2,1,0,2,3,COc1cc(/C=N/NC(=O)c2cc(C3CC3)[nH]n2)ccc1O
-1.2,2,-29,5,-1,9,-2,-12,-12,O=C(N/N=C/c1cn(-c2ccccc2)nc1-c1cccnc1)c1ccc(F)cc1

Assay outcomes: PubChem, several laboratories
